Compound activity (PubChem BioAssay)
KLF5 inh: KLF5 expression inhibitors, primary screen, DLD-1 cells, luminescence | 290,000 compounds, 0.23% hits | inhibition, % at 5 µM | DLD-1 KLF5 promoter-luciferase reporter;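 active = inhibition above a per-plate limit of that plate's mean compound inhibition plus 3 SD, cut at about 60% in these data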;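 also: 0% = DMSO wells and 100% = LY294002 at 200 µM; higher means less KLF5 promoter-driven luciferase light; inactives centre near -14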
IEC-6 tox: cytotoxicity in IEC-6 intestinal epithelial cells, primary screen, cytotoxicity control for KLF5 inhibitor project, cell-based, luminescence; 290,000 compounds, 0.78% hits; IEC-6 cytotoxicity, luminescence viability; inhibition, % at 5 µM; in the data active = inhibition above about 22%;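 also: 0% = plate median of test compound wells and 100% = cytotoxic reference compound wells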
AI-2 QS mod: Vibrio harveyi AI-2 quorum sensing modulators, primary screen, JMH597 strain, luminescence/OD600 ratio. Vibrio harveyi JMH597 AI-2 luminescence/OD600 ratio, 9 h; hits give low values; strain lacks LuxN and CqsS sensors; 0 = neutral-control median. activity change, % at 7.5 µM. 300,000 compounds, 0.4% hits. AID 2094, 2009; in the data active = activity change below about -75%, passing the limit was not always enough;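 also: luminescence divided by OD600 gain over 9 h not by final OD600 alone; inactives centre near 13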
HSF1 activator: HSF-1 activators, primary screen, NIH3T3-HGL cells, MG132 stress, luminescence, single point | 300,000 compounds, 1.7% hits | AID 504408, 2011 | activation, % at 9 µM | NIH3T3-HGL HSF-1 luciferase reporter, 8 h; 100% = twice DMSO control signal;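 active = mean replicate activation of at least 50% with a set share of replicates each reaching 50%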;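 also: 0% = median of the neutral control wells and 100% = twice that signal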
aSyn 5UTR inh: MLPCN primary screen, SNCA 5' untranslated region; alpha-synuclein 5'UTR reporter, inhibitor activity; inhibition, % (tested at 7.5 µM); 300,000 compounds, 0.82% hits; in the data active = inhibition above about 60%;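 also: H4 neuroglioblastoma cells stably carrying SNCA 5'UTR luciferase fusion; 0% = DMSO wells and 100% = positive control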
HSF1 inh: HSF1 inhibitors in luciferase reporter cells, primary screen, cell-based, NIH3T3, luminescence. NIH3T3-HGL HSE-luciferase, MG132-induced, luminescence 8 h; hits give low values. activity change, negative = inhibition, % at 7.5 µM (by protocol). 300,000 compounds, 0.77% hits. AID 2098, 2009;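 active = more than half of replicate wells show activity change below -50%, luminescence cut by over half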;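 also: luciferase reports HSF-1 transcriptional activity via heat shock element; 0% = median of DMSO wells and -100% = zero luminescence signal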
GSK3 alpha inh: blockers of GSK3A enzyme activity – biochemical, luminescence, cell-free homogeneous, HTS, primary screen. Glycogen synthase kinase-3 alpha (Homo sapiens), P49840. GSK-3 alpha kinase, ADP-Glo luminescence, 60 min. inhibition, % at 10 µM. 320,000 compounds, 0.1% hits;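 in the data active = inhibition above about 50%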;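 also: GST-tagged GSK-3 alpha with peptide substrate and 25 µM ATP; 0% = DMSO neutral wells and 100% = GW8510 positive control wells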
Target sequence (P49840 whole entry, looked up): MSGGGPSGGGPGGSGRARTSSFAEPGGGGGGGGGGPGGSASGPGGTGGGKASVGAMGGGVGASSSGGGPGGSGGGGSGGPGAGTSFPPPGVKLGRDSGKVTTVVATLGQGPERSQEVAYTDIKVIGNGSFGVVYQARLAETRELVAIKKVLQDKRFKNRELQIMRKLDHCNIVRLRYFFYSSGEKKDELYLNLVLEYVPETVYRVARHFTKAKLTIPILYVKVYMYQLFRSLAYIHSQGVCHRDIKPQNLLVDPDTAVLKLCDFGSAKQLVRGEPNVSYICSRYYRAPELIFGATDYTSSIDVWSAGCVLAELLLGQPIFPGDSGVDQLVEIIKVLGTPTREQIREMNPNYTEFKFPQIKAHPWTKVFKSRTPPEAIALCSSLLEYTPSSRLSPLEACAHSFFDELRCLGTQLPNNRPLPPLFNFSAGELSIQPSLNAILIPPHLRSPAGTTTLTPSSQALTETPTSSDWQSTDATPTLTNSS
HSP90 refold inh: HSP90 inhibitors, primary screen, cell lysate, luminescence; inhibition, % at 5.6 µM; 290,000 compounds, 0.91% hits; Rabbit reticulocyte lysate, luciferase refolding luminescence, 3 h; AID 1789, 2009;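 active = inhibition above the screen-wide mean plus 3 SD, computed separately per campaign, cut at about 16% in these data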;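 also: 0% = DMSO wells and 100% = 60 µM geldanamycin wells; inhibitors lower the luminescence because luciferase stays unfolded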
PolyA inh: polyadenylation inhibitors in yeast reporter cells, primary screen, luminescence, S. cerevisiae | 300,000 compounds, 0.02% hits | S. cerevisiae SKY197-pL101 polyadenylation reporter, beta-gal luminescence; efflux-impaired pdr1/pdr3 knockout yeast; score 100 = 6 SD above DMSO | calls only at 12 µM;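 active = lowest replicate activity score at least 50, where 100 means six control SD above control mean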;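 also: yeast exposed to compound for 9 h at 30 °C; higher score means more reporter readthrough which indicates perturbed polyadenylation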
GSK3beta inhib: human GSK3beta kinase inhibitors, primary screen, biochemical, cell-free homogeneous, HTS | GST-GSK3beta kinase, ADP-Glo luminescence, 60 min; hits give low values | activity score (negative = inhibition), % at 10 µM | 300,000 compounds, 0.038% hits;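 active = more than half of replicate wells score below -50%, meaning over 50% inhibition versus plate controls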;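 also: 0% = median DMSO wells and -100% = median GW8510 positive control wells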
Target sequence (P49841 whole entry, looked up): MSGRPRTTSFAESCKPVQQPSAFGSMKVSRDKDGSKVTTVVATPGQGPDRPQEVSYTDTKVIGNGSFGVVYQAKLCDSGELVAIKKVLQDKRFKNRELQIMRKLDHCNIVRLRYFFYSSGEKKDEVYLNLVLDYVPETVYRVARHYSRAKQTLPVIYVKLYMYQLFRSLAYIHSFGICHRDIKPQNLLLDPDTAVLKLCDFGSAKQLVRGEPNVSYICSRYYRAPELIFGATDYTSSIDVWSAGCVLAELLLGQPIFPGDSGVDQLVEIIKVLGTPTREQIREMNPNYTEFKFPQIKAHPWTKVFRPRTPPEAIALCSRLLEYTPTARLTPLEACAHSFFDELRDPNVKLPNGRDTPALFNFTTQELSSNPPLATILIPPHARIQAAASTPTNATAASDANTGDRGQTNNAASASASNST
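Test system – GST-tagged human GSK3beta kinase, cell-free · Incubation – 60 min enzyme reaction, room temperature · Signal – ADP-Glo luminescence · Also added – peptide substrate and ATP at 25 µM · Controls – DMSO neutral wells and GW8510 at 20 µM as positive · Buffer or medium – Tris/MgCl2 kinase buffer · Measure – Luminescence-derived activity versus plate DMSO and GW8510 wells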
An asterisk follows results filed as active; i = inactive; . = no result given; & = joins results of further samples.

1) O=C(OCC(=O)c1ccco1)c1ccc2ncsc2c1
2) Cc1ccc(CS(=O)(=O)c2nc3c(c(N(C)C)n2)CCCC3)cc1
3) Cc1cc(C)c2c(n1)sc1c(=O)n(Cc3ccccc3Cl)nnc12
4) CCc1ccc(NC(=O)CN(c2ccccc2)S(=O)(=O)N(C)C)cc1
5) COc1ccccc1Oc1ccc(S(=O)(=O)N2CCCCC2C)cc1 (stereo unspecified)
6) CCn1ccc(C(=O)NCCCN2CCCC2=O)n1
Screen / compound no.	1	2	3	4	5	6
KLF5 inh	-58	0	12	-31	4	-8
IEC-6 tox	2	0	5	-1	4	1
AI-2 QS mod	27	-7	3	8	41	5
HSF1 activator	-24	39	.	60*	-2	0
aSyn 5UTR inh	-51	4	.	-19	-14	-15
HSF1 inh	-6	4	.	13	1	-3
GSK3 alpha inh	-1	-1	.	-4	1	1
HSP90 refold inh	3	3	3	0	-2	1
PolyA inh	i	i	i	i	i	i
GSK3beta inhib	0	-1	-1	1	-4	0

7) Cc1csc(NC(=O)c2ccc(OCC3CCCO3)cc2)n1 (stereo unspecified)
8) Cc1cc(C)cc(-n2ccn(CC(=O)NCCc3ccccc3)c(=O)c2=O)c1
9) c1ccc2cc(OCc3nc4ccccc4[nH]3)ccc2c1
10) COC(=O)C1=C(C)N(CCc2c[nH]c3ccccc23)C(=O)/C1=C\N(C)C
11) COCCNC(=O)/C(C#N)=C1\N=C(NC(=O)c2cccs2)c2ccccc21
12) O=C(CC1SC(=Nc2ccccc2)N(Cc2ccccn2)C1=O)Nc1cccc(Cl)c1 (stereo unspecified)
Screen / compound no.	7	8	9	10	11	12
KLF5 inh	-97	6	-206	-16	-8	-8
IEC-6 tox	5	-6	3	1	16	-2
AI-2 QS mod	23	16	79	5	15	4
HSF1 activator	6	13	43	.	-8	11
aSyn 5UTR inh	-33	2	-167	.	10	-2
HSF1 inh	0	-7	31	.	1	17
GSK3 alpha inh	1	1	-1	-1	-2	0
HSP90 refold inh	15	-3	5	1	1	-4
PolyA inh	i	i	i	i	i	i
GSK3beta inhib	0	2	0	-1	1	3

13) Cc1ccc(CN2CCC(n3nccc3NC(=O)C3CCOC3)CC2)cc1C (stereo unspecified)
14) CCC(=O)N(Cc1cc2cccc(C)c2[nH]c1=O)c1ccccc1OC
15) CNS(=O)(=O)c1cccc2nsnc12
16) Cn1c(C2CCCCC2)nc2c1c(=O)[nH]c(=O)n2Cc1ccccc1
17) O=C(Nc1ccc(Nc2ccccc2)cc1)c1c(Cl)cccc1Cl
18) CSc1ncc(Cl)c(C(=O)Nc2cc(C)ccc2C)n1
Screen / compound no.	13	14	15	16	17	18
KLF5 inh	-18	-19	10	-28	.	-6
IEC-6 tox	-3	3	-9	-1	.	4
AI-2 QS mod	17	22	34	8	20	3
HSF1 activator	-5	17	-18	2	-15	-24
aSyn 5UTR inh	8	-39	17	29	-33	-21
HSF1 inh	1	-3	-6	6	-4	-12
GSK3 alpha inh	1	-5	1	-1	2	1
HSP90 refold inh	-2	3	-3	3	.	0
PolyA inh	i	i	i	i	i	i
GSK3beta inhib	0	2	0	-1	-2	0

19) CC(=O)NS(=O)(=O)c1ccc(NC(=S)NC(=O)c2ccco2)cc1
20) O=C(NNc1cccc(Cl)n1)c1c(Cl)cccc1Cl
21) Cc1ccc(C(=O)c2c(NC(=O)c3ccccc3C)sc(C)c2C)cc1
22) Nc1ncnc2c1ncn2C1CCC(CO)C(O)C1 (stereo unspecified)
23) COc1ccccc1N1C(=O)CC(N2CCc3ccccc32)C1=O (stereo unspecified)
24) O=C(O)c1cc(-c2ccccc2Cl)n(-c2cccc(Cl)c2)n1
Screen / compound no.	19	20	21	22	23	24
KLF5 inh	0	-42	-28	-20	-19	-50
IEC-6 tox	0	-13	1	1	-3	-4
AI-2 QS mod	12	10	28	1	19	-5
HSF1 activator	-1	12	6	26	-18	-16
aSyn 5UTR inh	-2	-37	10	14	6	9
HSF1 inh	-19	-1	-4	8	-2	-3
GSK3 alpha inh	-2	-2	-2	5	0	-5
HSP90 refold inh	-1	-2	0	3	-1	-5
PolyA inh	i	i	i	i	i	i
GSK3beta inhib	-5	-3	4	-18	0	2

Record cards, from the list above. Screens in order: KLF5 inh | IEC-6 tox | AI-2 QS mod | HSF1 activator | aSyn 5UTR inh | HSF1 inh | GSK3 alpha inh | HSP90 refold inh | PolyA inh | GSK3beta inhib
Profile of COc1ccccc1N1C(=O)CC(N2CCc3ccccc32)C1=O (stereo unspecified) → -19 | -3 | 19 | -18 | 6 | -2 | 0 | -1 | i | 0
Profile of CNS(=O)(=O)c1cccc2nsnc12 → 10 | -9 | 34 | -18 | 17 | -6 | 1 | -3 | i | 0
Profile of COC(=O)C1=C(C)N(CCc2c[nH]c3ccccc23)C(=O)/C1=C\N(C)C → -16 | 1 | 5 | . | . | . | -1 | 1 | i | -1
Profile of CCn1ccc(C(=O)NCCCN2CCCC2=O)n1 → -8 | 1 | 5 | 0 | -15 | -3 | 1 | 1 | i | 0

Going on with the list:
25) Clc1ccc2c(c1)CCc1cccnc1C2=C1CCNCC1
26) O=C1N/C(=C/c2ccc(Br)cc2)C(O)=C1C=NCc1ccccc1
27) CCOC(=O)N1CCN(C(=O)c2c(Cl)cnn2C)CC1
28) COC(=O)c1cc(-c2ccc(Br)cc2)c2c(=O)[nH]c(=O)n(C)c2n1
29) Cc1ccc(N(CC(=O)Nc2ccc3c(c2)OCCO3)S(C)(=O)=O)cc1
30) CCOC(=O)NC(=O)CSc1nc(C)cc(C(F)(F)F)c1C#N
Screen / compound no.	25	26	27	28	29	30
KLF5 inh	-24&-15	-16	-12	-33	-58	-9
IEC-6 tox	1&2	-1	-2	-9	-2	-2
AI-2 QS mod	18	17	22	12	35	8
HSF1 activator	-3	44	-16	-46	4	26
aSyn 5UTR inh	13	-27	-3	26	-99	-29
HSF1 inh	-1	21	-2	-32	3	13
GSK3 alpha inh	.	-1	.	-2	-6	0
HSP90 refold inh	-1&0	-3	-6	-3	0	-2
PolyA inh	i	i	i	i	i	i
GSK3beta inhib	3	1	1	-3	1	0

31) O=C(COc1ccc(Cl)cc1)Nc1nc(-c2ccncc2)cs1
32) O=C(NCCc1cn2ccccc2n1)c1ccccc1F
33) CC(=O)CCc1ccc(OC(=O)c2cccnc2)cc1
34) CCOc1ccccc1N(CC(=O)NCCSCc1ccco1)S(=O)(=O)c1ccccc1
35) O=C(O)c1ccc(-n2ccnc2)c([N+](=O)[O-])c1
36) COc1ccccc1N(CC(=O)Nc1ccccc1C(=O)NC(C)C)S(C)(=O)=O
Screen / compound no.	31	32	33	34	35	36
KLF5 inh	-26	4	-18	-23	-18	-25
IEC-6 tox	2	-3	-4	-5	6	-2
AI-2 QS mod	15	10	8	5	36	22
HSF1 activator	-4	4	8	29	-7	7
aSyn 5UTR inh	0	9	5	1	11	-1
HSF1 inh	2	5	8	13	-12	1
GSK3 alpha inh	-1	5	0	1	-1	-2
HSP90 refold inh	11	1	-2	2	-6	3
PolyA inh	i	i	i	i	i	i
GSK3beta inhib	-2	0	2	-3	-1	1

37) COC(=O)c1c(NC(=O)COC(=O)c2ccc(Cl)cc2[N+](=O)[O-])sc2c1CCCCC2
38) Cc1cc(=O)[nH]c(Sc2c(-c3ccccc3)c3ccccc3[nH]c2=O)n1
39) O=C(c1ccc(S(=O)(=O)N2CCCC2)cc1)N1CCN(c2cccc(Cl)c2)CC1
40) NC(=O)c1ccsc1NC(=O)CCS(=O)(=O)c1ccc(F)cc1
41) Cc1nn(Cc2ccc(C(=O)N3CCN(C(=O)c4ccco4)CC3)o2)c(C)c1[N+](=O)[O-]
42) COC(=O)c1ccc(N2NC(=O)/C(=C/c3ccc(OC)c(OC)c3)C2=O)cc1
Screen / compound no.	37	38	39	40	41	42
KLF5 inh	1	-22	-10	.	-4	-8
IEC-6 tox	-9	-3	10	.	-4	-2
AI-2 QS mod	24	18	21	14	39	39
HSF1 activator	22	9	-4	-6	-11	-7
aSyn 5UTR inh	22	2	9	-9	6	0
HSF1 inh	-5	-5	2	-2	-10	-7
GSK3 alpha inh	-2	-3	0	3	-3	-7
HSP90 refold inh	1	1	8	.	-6	1
PolyA inh	i	i	i	i	i	.
GSK3beta inhib	2	0	2	0	1	2

43) CC(C)c1nnc(NC(=O)CCC(=O)Nc2ccc(F)cc2)s1
44) CCOc1cc(/C=N/NC(=O)C(=O)Nc2cc(Cl)ccc2C)ccc1O
45) Cn1cnnc1SCC(=O)N1CCC(Cc2ccccc2)CC1
46) c1ccc(Cn2c(-c3cncs3)nc3ccccc32)cc1
47) CC(C)OP(=O)(OC(C)C)C(C)NC(=O)Cc1ccccc1 (stereo unspecified)
48) COC(=O)c1ccc(CSc2ncnc3c2oc2ccccc23)o1
49) O=C(c1ccc(Cl)cc1)N1CCC(O)(CSc2ccc(Cl)cc2)CC1
50) Cc1nnc2n(c1=O)C(CS(=O)(=O)c1ccc3ccccc3c1)CS2 (stereo unspecified)
51) O=C(N/N=C/c1ccccn1)c1ccc([N+](=O)[O-])cc1
Screen / compound no.	43	44	45	46	47	48	49	50	51
KLF5 inh	-11	-6	-24	-89	-4	-21	16	-16	1
IEC-6 tox	2	3	0	-1	-6	-1	-2	4	0
AI-2 QS mod	5	36	23	13	44	10	11	64	33
HSF1 activator	3	0	-11	31	4	113*	6	-4	-85
aSyn 5UTR inh	-11	-2	-4	-92	19	-18	7	26	11
HSF1 inh	1	-4	0	28	-6	96	4	2	-81*
GSK3 alpha inh	-2	-7	1	-2	-1	2	-3	1	0
HSP90 refold inh	0	-5	-2	0	3	-2	2	-3	-3
PolyA inh	i	i	i	i	i	i	i	i	i
GSK3beta inhib	-5	-3	0	-2	0	1	3	-1	-1

An excerpt, so the mix of outcomes need not match the whole.
